GSH bead fluor – GSH bead compound fluorescence profile. GSH beads flow cytometry, compound fluorescence 488/530 nm; stronger effect = higher value. fluorescence (KMESF) at 10 µM. 0.25% of 190,000 active. AID 1776; in the data active means fluorescence above about 89;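 further: glutathione beads carrying GST-tagged Bcl family fusion proteins plus one bare bead set; values are compound well signal with DMSO vehicle wells as background; inactives centre near 16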
Bcl-XL Bim block – inhibitors of Bim-Bcl-XL interaction, human; Bim peptide-Bcl-XL binding, bead flow cytometry, fluorescence; inhibition, % at 10 µM; 0.04% of 190,000 active
ABCB1 inh – blocks JC-1 efflux by human ABCB1 transporter; P08183; CCRF-Adr cells, flow cytometry; inhibition, % at 6.6 µM; 0.067% of 190,000 active; in the data active means inhibition above about 40%;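 further: 0% = vehicle and 100% = reference inhibitor; higher value means more JC-1 retained so stronger ABCB1 efflux block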
Bfl-1 Bim block – inhibitors of Bim-Bfl-1 interaction, human; inhibition, % at 10 µM; 0.12% of 190,000 active; Bead-based flow cytometry, Bim-Bfl-1 binding inhibition; Q16548; AID 1008;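 further: 0% = wells without compound plus tracer and 100% = blocker peptide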
RGS4-Gao reg – modulates binding of RGS4 to human Galphao. P09471. Multiplexed bead flow cytometry; actives lie on both sides. binding response (% of control), % at 10 µM. 0.33% of 220,000 active. AID 1415; in the data active means binding response below about 49% or above about 150%; inactive means in between;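 further: fluorescent Galphao activated with aluminum fluoride binding bead-coupled RGS4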
Target sequence (P09471 whole entry, looked up): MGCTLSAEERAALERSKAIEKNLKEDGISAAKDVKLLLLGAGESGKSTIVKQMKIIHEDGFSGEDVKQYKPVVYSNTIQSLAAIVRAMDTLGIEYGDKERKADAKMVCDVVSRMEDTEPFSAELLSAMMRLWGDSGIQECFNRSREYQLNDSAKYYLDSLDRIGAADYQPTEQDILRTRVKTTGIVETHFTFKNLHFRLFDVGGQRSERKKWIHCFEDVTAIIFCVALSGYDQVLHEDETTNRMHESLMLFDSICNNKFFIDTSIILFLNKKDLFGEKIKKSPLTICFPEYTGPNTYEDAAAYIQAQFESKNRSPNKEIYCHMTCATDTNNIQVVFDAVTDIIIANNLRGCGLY
Bcl-W Bim block – human Bim-Bcl-W interaction inhibition; Q92843; bead-based flow cytometry, Bim peptide-Bcl-W binding; inhibition, % at 10 µM; 0.02% of 190,000 active; AID 952;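 further: 0% = bound tracer without compound and 100% = peptide blocker; higher means less fluorescent Bim peptide bound to Bcl-W beads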
Target sequence (Q92843 whole entry, looked up): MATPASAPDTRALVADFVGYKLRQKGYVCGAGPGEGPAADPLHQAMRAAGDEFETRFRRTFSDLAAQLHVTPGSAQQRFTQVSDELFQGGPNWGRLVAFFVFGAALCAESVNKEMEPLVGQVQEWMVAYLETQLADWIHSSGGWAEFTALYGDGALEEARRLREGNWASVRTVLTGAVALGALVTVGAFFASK
ABCG2 block – blocks JC-1 efflux by human ABCG2 transporter; Q9UNQ0; IgMXP3 cells, flow cytometry; inhibition, % at 6.6 µM; 0.1% of 190,000 active; AID 1325;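 active means inhibition above 80%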;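 further: 0% = DMSO and 100% = nicardipine control wells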
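Test system: ABCG2 IgMXP3 and barcoded ABCB1 CCRF-Adr cell mix; Schedule: cells with compound and JC-1, 10 min at 25 °C, rotating, no wash; Technique: flow cytometry of retained JC-1 fluorescence; Measure: % inhibition of efflux relative to nicardipine and DMSO; Controls: nicardipine high and DMSO low controls.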
RGS7-Gao reg – human RGS7-Galphao interaction regulation. P09471. Multiplexed bead flow cytometry, RGS7-Galphao binding; actives lie on both sides. binding response (% of control), % at 10 µM. 0.35% of 220,000 active; in the data active means binding response below about 49% or above about 150%; inconclusive means no clear call, values can overlap the other calls; inactive means in between;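 further: fluorescent Galphao held in activated GDP-AlF4 state binding bead-coupled RGS7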
Avidin fluor – compound fluoresces at 488/530 nm on avidin beads. compound fluorescence 488/530 nm, flow cytometry; stronger effect = higher value. fluorescence (KMESF) at 10 µM. 0.38% of 220,000 active; in the data active means fluorescence above about 47; further: inactives centre near 10
Bim-Bcl-2 – human Bim-Bcl-2 interaction inhibition; inhibition, % at 10 µM; 0.06% of 190,000 active; Bead-based flow cytometry, Bim peptide-Bcl-2 binding; in the data active means inhibition above about 40%; inconclusive means no clear call, values can overlap the other calls;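 further: 0% = no compound wells with probe peptide and 100% = reference peptide inhibitor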
Target sequence (P10415 whole entry, looked up): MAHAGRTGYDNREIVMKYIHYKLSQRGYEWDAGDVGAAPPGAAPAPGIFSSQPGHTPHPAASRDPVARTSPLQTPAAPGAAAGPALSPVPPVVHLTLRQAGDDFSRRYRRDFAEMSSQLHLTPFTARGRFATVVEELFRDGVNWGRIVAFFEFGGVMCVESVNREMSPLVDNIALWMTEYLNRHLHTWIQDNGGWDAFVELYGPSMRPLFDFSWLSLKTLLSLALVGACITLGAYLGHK
Bim-Bcl-B – inhibitors of Bim-Bcl-B interaction, human | Q9HD36 | bead-based flow cytometry, Bim peptide-Bcl-B binding | inhibition, % at 10 µM | 0.073% of 190,000 active | AID 951;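 further: 0% = tracer peptide without compound and 100% = reference inhibitor peptide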
Target sequence (Q9HD36 whole entry, looked up): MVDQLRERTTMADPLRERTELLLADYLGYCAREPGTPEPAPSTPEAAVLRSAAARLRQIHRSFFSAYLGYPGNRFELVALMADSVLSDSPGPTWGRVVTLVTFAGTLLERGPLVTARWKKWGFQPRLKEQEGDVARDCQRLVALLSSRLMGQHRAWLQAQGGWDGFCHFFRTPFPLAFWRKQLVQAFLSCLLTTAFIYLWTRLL
Active calls of the source: *; ? = inconclusive; · = not tested or not shown. Unless noted, no stated cut-off is given here; in the data, active means inhibition above about 40%. Outcome played no part in choosing rows; any-hit rate near 1.3%.

SMILES | GSH bead fluor | Bcl-XL Bim block | ABCB1 inh | Bfl-1 Bim block | RGS4-Gao reg | Bcl-W Bim block | ABCG2 block | RGS7-Gao reg | Avidin fluor | Bim-Bcl-2 | Bim-Bcl-B
COc1ccc(NC2=CC(c3ccc(F)cc3)N(c3ccc(OC)cc3)C2=O)cc1 (stereo unspecified) | 7 | -2 | 2.0 | 0 | 100 | 0 | -4 | 101 | 2 | 4 | -3
COc1ccc(CCNC(=O)c2ccccc2NC(=O)c2ccco2)cc1OC | 9 | 2 | 0.4 | 0 | 101 | 0 | 7 | 105 | 11 | 2 | 2
Cc1c(NC(=O)CSc2ccc(Cl)cc2)c(=O)n(-c2ccccc2)n1C | 10 | -1 | 0.0 | -1 | 102 | 2 | 10 | 102 | 10 | 1 | -1
Cc1cccc(OCCn2c(=O)oc3ccc(C)cc32)c1 | 14 | 0 | 0.6 | -1 | 102 | 0 | 7 | 98 | 9 | -2 | -2
CCn1c2ccccc2c2nnc(SCC(=O)Nc3ncccn3)nc21 | 53 | -2 | 0.1 | -10 | 106 | 4 | 2 | 103 | 5 | -9 | -9
CCC(=O)Nn1cnc2c(c1=O)C1(CCCCC1)Cc1ccccc1-2 | 10 | -1 | 0.1 | -1 | 88 | -3 | 1 | 87 | 30 | 0 | -3
O=C(CN(c1ccc(Cl)cc1)S(=O)(=O)c1ccccc1)N/N=C/c1ccco1 | 17 | -1 | 1.1 | 4 | 97 | 2 | 4 | 98 | 11 | 3 | 1
CN1C(=O)C(O)(C2COC(C)(C)CC2=O)c2ccccc21 (stereo unspecified) | 11 | 0 | 0.6 | -2 | 98 | -1 | 2 | 100 | 24 | -4 | -1
Cc1cc2c(C)c(C)c(=O)[nH]c2cc1N | 20 | -2 | -0.4 | -13 | 95 | 0 | -2 | 96 | 24 | -2 | -3
O=C(COc1cccnc1[N+](=O)[O-])NC1CCS(=O)(=O)C1 (stereo unspecified) | 5 | -3 | 0.1 | 2 | 97 | -1 | 0 | 98 | 2 | 0 | -2
CCOc1ccc(N2CC(C(=O)NCCN3C(=O)S/C(=C\c4ccc(OC)c(OC)c4)C3=O)CC2=O)cc1 (stereo unspecified) | 8 | -5 | 0.8 | -17 | 101 | -1 | 5 | 100 | 16 | -17 | -5
Cc1cc(=O)oc2ccc(OC(=O)CN3C(=O)c4cccc([N+](=O)[O-])c4C3=O)cc12 | 9 | -5 | 3.7 | 2 | 99 | -1 | 15 | 97 | 5 | 0 | -4
COc1ccc(Br)cc1CN(C)CC(=O)Nc1cc(Cl)cc(Cl)c1 | 12 | -11 | 4.8 | 0 | 107 | -6 | 43 | 102 | 7 | -3 | -2
CCCCOc1ccc(C(=O)N/C(=C/C=C/c2ccccc2)C(=O)N2CCOCC2)cc1 | 9 | 9 | 0.7 | 11 | 102 | 6 | -2 | 95 | 4 | 8 | 3
O=C(NNC1=NCCC1)c1cccc(S(=O)(=O)N2CCOCC2)c1 | 18 | -10 | -0.2 | -13 | 98 | -7 | -1 | 98 | 11 | -4 | -14
CCn1c(O)c(/C=C2\C=NN=C2c2ccc(C)cc2)sc1=S | 12 | -4 | -1.4 | -7 | 103 | -2 | -9 | 103 | 10 | -2 | -13
CCCCN(CC)S(=O)(=O)N1CCC(C(=O)NCCCN2CCOCC2)CC1 | 13 | 4 | -1.1 | 0 | 111 | 2 | -1 | 106 | 4 | 6 | 0
COc1ccc(-c2[nH]ncc2/C=N/NC(=O)c2ccc(Br)cc2)c(OC)c1 | 20 | -20 | -0.5 | -12 | 101 | -6 | 8 | 94 | 13 | 0 | -15
CCCN(CCC)C(=O)CSc1nc2n[nH]c(C)c2c(=N)n1-c1ccc(OC)cc1 | 33 | -1 | 1.2 | -13 | 101 | 3 | 42 | 98 | 18 | -11 | -8
Cc1cc2nc(CS(=O)(=O)c3ccccc3)cc(=O)n2[nH]1 | 18 | -7 | 0.3 | -9 | 104 | -4 | -1 | ? | 10 | -9 | -7
CCCCCCC(=O)Nc1nc(C)c(-c2csc(Nc3ccc(Cl)cc3)n2)s1 | 24 | -2 | -0.6 | -9 | 99 | 1 | -2 | 96 | 30 | -5 | -7
COC(=O)c1sc2nc(CSc3nc4ccc(C)cc4[nH]3)[nH]c(=O)c2c1C | 52 | -6 | -0.2 | -7 | 101 | 1 | -1 | 98 | 6 | -7 | -6
COc1ccc(-n2c(C)nn(C)c2=O)cc1 | 16 | -5 | 0.4 | -1 | 98 | -1 | 1 | 96 | 25 | -2 | -3
Cc1nc(N)sc1C(=O)Nc1ccccc1 | 25 | 0 | 0.9 | 0 | 95 | -1 | 6 | 97 | 11 | 0 | -2

3 compounds from above, sorted by length of the SMILES, falling.
SMILES | GSH bead fluor | Bcl-XL Bim block | ABCB1 inh | Bfl-1 Bim block | RGS4-Gao reg | Bcl-W Bim block | ABCG2 block | RGS7-Gao reg | Avidin fluor | Bim-Bcl-2 | Bim-Bcl-B
CCCCCCC(=O)Nc1nc(C)c(-c2csc(Nc3ccc(Cl)cc3)n2)s1 | 24 | -2 | -0.6 | -9 | 99 | 1 | -2 | 96 | 30 | -5 | -7
Cc1cc2nc(CS(=O)(=O)c3ccccc3)cc(=O)n2[nH]1 | 18 | -7 | 0.3 | -9 | 104 | -4 | -1 | ? | 10 | -9 | -7
Cc1nc(N)sc1C(=O)Nc1ccccc1 | 25 | 0 | 0.9 | 0 | 95 | -1 | 6 | 97 | 11 | 0 | -2

(list continues)
SMILES | GSH bead fluor | Bcl-XL Bim block | ABCB1 inh | Bfl-1 Bim block | RGS4-Gao reg | Bcl-W Bim block | ABCG2 block | RGS7-Gao reg | Avidin fluor | Bim-Bcl-2 | Bim-Bcl-B
CCC(=O)N1CCN=C1SCc1ccccc1Cl | 15 | -7 | 0.2 | -6 | 103 | -5 | 1 | 102 | 28 | -7 | -9
CNC(=O)CN(C)S(=O)(=O)c1ccc(OC)c(Cl)c1 | 30 | -6 | 0.3 | -12 | 25* | 2 | 0 | 19* | 0 | -5 | -4
O=C(NC(=S)N1CCCCCC1)c1ccccc1Cl | 13 | 0 | 0.1 | -5 | 101 | -2 | 0 | 100 | 10 | 0 | -5
COc1cc2[nH]c(=O)n(CCC(=O)NCc3cccnc3)c(=O)c2cc1OC | 23 | -4 | 0.3 | -2 | 104 | -1 | 1 | 101 | 35 | -1 | -2
O=C(c1cccs1)n1nc(-c2ccc(Cl)cc2)nc1NCc1ccco1 | 24 | -4 | 0.0 | -2 | 107 | 0 | 0 | 104 | 5 | -3 | 0
CCOC(=O)N1CCN(c2ccc(O)cc2)CC1 | 24 | 2 | 0.9 | -4 | 98 | 5 | 5 | 100 | 24 | -2 | -3
Cc1ccc(N2C(N)=C(C#N)C(c3cccnc3)C3=C2CC(C)(C)CC3=O)cc1 (stereo unspecified) | 25 | -10 | 1.6 | -21 | 100 | -3 | 9 | 97 | 35 | -15 | -5
Cc1c(C#N)c(N=CN(C)C)c(C(=O)c2ccc(Br)cc2)n1-c1ccc(Cl)cc1 | 21 | -3 | 1.1 | 0 | 100 | -1 | 4 | 100 | 12 | 1 | -1
CCC(=O)Nc1nnc(-c2ccccn2)o1 | 12 | -7 | 0.3 | -9 | 104 | -5 | 2 | 107 | 15 | -1 | -6
O=C(/C=C/c1ccccc1)NC(=S)NNC(=O)c1cccnc1 | 54 | -3 | 0.0 | -3 | 101 | 0 | 2 | 99 | 25 | -8 | -5
N=C1C(c2ccccc2)=C(O)C2CCc3ccccc3N12 (stereo unspecified) | 25 | -8 | 2.0 | -24 | 103 | -1 | 37 | 98 | 38 | -14 | -6
CCOc1ccc2nc(NC3=NC(C)(C)C=C(C)N3)nc(C)c2c1 | 21 | -1 | 0.6 | -2 | 102 | -3 | 1 | 103 | 14 | 0 | -1
Cc1ccc(-c2c(C#N)c(N)nc3c2CCCCC3)o1 | 29 | -4 | 0.7 | -10 | 99 | 0 | 35 | 98 | 21 | -1 | -6
Cc1cc(Cl)ccc1OC(C)C(=O)NCCCCc1ccccc1 (stereo unspecified) | 76 | -2 | 0.3 | -9 | 99 | -3 | 2 | 98 | 17 | -3 | 0
COc1cc(CC(=O)N2CCc3ccccc32)cc(OC)c1OC | 44 | 5 | 2.2 | -4 | 146 | -2 | 9 | · | · | -2 | -2
COc1ccc(-c2csc3ncnc(Cl)c23)cc1 | 10 | -2 | 0.3 | -9 | 99 | -1 | 2 | 98 | 11 | -7 | -2
O=C(Cc1ccc(Cl)cc1)c1c[nH]c(C(=O)NCCCN2CCOCC2)c1 | 10 | 0 | 0.8 | -8 | 101 | 0 | 2 | ? | 13 | -2 | -1
CCc1ccc(-n2c(CSc3nnnn3-c3ccccc3)nc3ccccc3c2=O)cc1 | 9 | -7 | 1.3 | -11 | 102 | 0 | 4 | 100 | 10 | -11 | -9
CS(=O)(=O)N(Cc1ccccc1)c1ccccc1C(=O)O | 27 | -3 | 0.2 | -11 | 100 | 0 | 1 | 102 | 15 | -5 | -3
Cn1c(-c2ccc(Br)o2)nc2ccccc21 | 4 | -2 | 0.3 | -9 | 100 | 1 | 3 | 102 | 6 | -2 | -2
Cc1nn(-c2ccccc2)c(Cl)c1/C=C(\CC(=O)O)c1nc2ccccc2s1 | 26 | 1 | 0.0 | -3 | 98 | -4 | 2 | 104 | 22 | -7 | -5
O=C(NCC1(c2ccccc2)CCOCC1)c1ccc(Br)o1 | 32 | 0 | -1.9 | 0 | 100 | 0 | -12 | 99 | 7 | 2 | 0
CN(Cc1ccccc1NCC(=O)Nc1ccccc1C#N)C1CCCCC1 | 18 | -4 | -0.3 | -8 | 101 | -4 | -1 | ? | 8 | -1 | -7
O=c1cc(-c2ccccc2)oc2cc(OCc3ccccc3)cc(O)c12 | 12 | 0 | -2.4 | 1 | 101 | 1 | 36 | 103 | 12 | 1 | 0
CCOC(=O)Nc1ccc(S(=O)(=O)Nc2cc(C)nc(C)n2)cc1 | 10 | 0 | 0.2 | -2 | 102 | -2 | 2 | 101 | 21 | -3 | -1
CC1(C)Cc2c(sc3ncn(N)c(=N)c23)CO1 | 31 | -3 | 0.6 | -17 | 101 | -3 | 14 | 101 | 12 | -8 | -9
COC(=O)Cc1cnc(NC(=O)C2C3CCC(C3)C2C(=O)O)s1 (stereo unspecified) | 22 | -3 | 0.3 | 0 | 101 | 0 | 1 | 101 | 16 | -1 | 0
O=C(CN1C(=O)C2C3C=CC(C4CC34)C2C1=O)Nc1cnc2ccccc2c1 (stereo unspecified) | 16 | 0 | -0.1 | -3 | 101 | -2 | 0 | 102 | 10 | -5 | -2
NC(=O)CN1CCOCCOCCN(CC(N)=O)CCOCCOCC1 | 17 | -6 | -0.1 | -4 | 100 | -6 | -7 | 99 | 7 | -3 | -8
Cc1cccc(NC(=O)C2CCCN2C(=O)NC2CCCCC2)c1 (stereo unspecified) | 19 | 3 | 0.4 | 0 | 102 | 5 | 0 | 98 | 11 | 3 | 0
Cc1ccc(NC(=O)COC(=O)c2ccnn2C)cc1 | 44 | 7 | 0.5 | -13 | 92 | 2 | 4 | 91 | 10 | -10 | -6
COc1ccc(NC(=S)Nc2ccccc2)cn1 | 14 | -7 | 0.0 | -11 | 98 | -2 | 0 | 100 | 20 | -8 | -5
COC(=O)[C@H](Cc1ccccc1)NC(=O)NCC1CCCO1 (stereo partly specified) | 23 | -3 | 0.8 | -16 | 99 | 0 | 5 | 97 | 11 | -8 | -6
Cc1ccc(C)c(NC(=O)Cn2c([N+](=O)[O-])cnc2C)c1 | 53 | 0 | 0.0 | -3 | 105 | 0 | 0 | 102 | 24 | 2 | -2

Compound activity deposited in PubChem by NMMLSC.
